# SIRT5 inh – blocks human SIRT5 desuccinylation of peptide | hit rate 1.1% among 330,000 | Q9NXA8 | Purified SirT5, succinyl-peptide AMC, trypsin-coupled fluorescence | inhibition, % at 15 µM; in the data active = inhibition above about 15%; inconclusive = no clear call, values can overlap the other calls
# Target sequence (Q9NXA8 whole entry, looked up): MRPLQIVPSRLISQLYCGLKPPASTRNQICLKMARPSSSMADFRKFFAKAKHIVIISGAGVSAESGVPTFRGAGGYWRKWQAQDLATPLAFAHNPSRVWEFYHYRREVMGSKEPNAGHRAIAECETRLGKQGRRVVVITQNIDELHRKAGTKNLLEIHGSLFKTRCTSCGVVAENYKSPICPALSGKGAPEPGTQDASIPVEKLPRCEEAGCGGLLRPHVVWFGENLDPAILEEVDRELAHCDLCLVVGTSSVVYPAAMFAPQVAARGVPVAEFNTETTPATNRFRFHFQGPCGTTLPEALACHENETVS
# S100A4 MyoIIA – S100A4-myosin IIA interaction inhibition; P26447; S100A4/TAMRA-MyoIIA peptide fluorescence polarization; inhibition, % at 10.7 µM; hit rate 0.14% among 360,000;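 active = mean inhibition of at least 70% across replicates, with every replicate also reaching that level; inconclusive = mean inhibition reaches 70% but some replicates fall short; inactive = mean inhibition below 70%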
# Target sequence (P26447 whole entry, looked up): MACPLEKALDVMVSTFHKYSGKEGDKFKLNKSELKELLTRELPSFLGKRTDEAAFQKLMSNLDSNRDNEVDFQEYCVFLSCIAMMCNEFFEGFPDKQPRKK
#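 Material: human S100A4 monomer with TAMRA-labelled myosin IIA peptide; buffer or medium: HEPES pH 7.2 with CaCl2, KCl, NaCl, DTT, Triton; compound dosing: one concentration per compound; schedule: 5 min incubation before reading; benchmarks: neutral control DMSO, positive control TFP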
# C2C12 statin – protects C2C12 myotubes from simvastatin toxicity | rescue of ATP level, % at 7.49 µM | hit rate 0.78% among 330,000 | ATP luminescence, 48 h; scaled: DMSO 0, geranylgeraniol control 100;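 active = mean ATP rescue above about 67%, or every replicate alone reaching that limit, limit read from the data, passing the limit was not always enough; inconclusive = no clear call, values can overlap the other calls; inactive = mean under the limit and some replicate under it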;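 also: myotubes were challenged with 10 µM simvastatin during compound exposure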
# FN deposition inh – fibronectin deposition inhibition | AH1F fibroblasts, Alexa488-fibronectin deposition fluorescence, overnight | inhibition, % at 12.6 µM | hit rate 0.086% among 350,000;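 active = mean inhibition across replicates of 30% or more, regardless of how many single replicates reach that level; inconclusive = mean under 30% yet at least half of replicates reach 30%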;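 also: positive control wells lacked labelled fibronectin entirely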
#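 Test system: AH1F fibroblast monolayer depositing Alexa488-labelled fibronectin into matrix. Input: 10000 cells per well. Technique: fluorescence, ex 485 nm, em 525 nm. Buffer or medium: DMEM plus 2% serum, read in PBS. Timing: 1 h cell adhesion before compound, then overnight fibronectin incubation. Compound: single dose, pinned. Read-out basis: inhibition from reduced deposited-fibronectin fluorescence.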
# CASP6 VEID inh – inhibitors of human caspase-6; inhibition, % at 12.5 µM; purified caspase-6, Z-VEID-R110 cleavage fluorescence; AID 686996; P55212; hit rate 0.53% among 350,000;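 active = mean inhibition across replicates at least about 35%, with every replicate also reaching that limit, limit read from the data; inconclusive = only one of the two criteria met; inactive = neither criterion met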;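 also: 0% = median of neutral control wells and 100% = no fluorescence left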
# Target sequence (P55212 24-179 limits assumed): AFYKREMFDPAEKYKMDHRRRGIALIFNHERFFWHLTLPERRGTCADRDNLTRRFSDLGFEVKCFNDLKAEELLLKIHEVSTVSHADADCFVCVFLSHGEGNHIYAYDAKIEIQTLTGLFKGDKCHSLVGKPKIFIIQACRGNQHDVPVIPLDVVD
# Target sequence (P55212 194-293 limits assumed): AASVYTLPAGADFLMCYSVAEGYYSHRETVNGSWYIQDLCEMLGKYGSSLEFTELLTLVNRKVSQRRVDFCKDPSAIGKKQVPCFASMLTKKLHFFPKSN
# esBAF inh – blocks esBAF chromatin remodeling in mouse ES cells. Bmi1-luciferase knock-in reporter, 24 h; 100% = twice the neutral-well signal. hit rate 2% among 350,000. reporter increase, % at 12.5 µM; in the data active = activation above about 40%; inconclusive = no clear call, values can overlap the other calls;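 also: 0% = median of the plate's neutral control wells and 100% = double that signal; a rise in the Bmi1 reporter signal indicates esBAF inhibition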
# LGR2 inh – Drosophila LGR2 receptor signaling inhibition | inhibition, % at 9.99 µM | AID 720647 | hit rate 0.35% among 380,000 | HEK293 LGR2, CRE-luciferase, bursicon-stimulated, 4 h;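 active = drop in luminescence signal, shown as inhibition above about 50% in the replicate tests, limit read from the data, passing the limit was not always enough; inconclusive = probably only some replicates passing the limit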;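 also: agonist challenge used bursicon conditioned medium at about half maximal strength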
# The depositor's hits bear a star; ? = inconclusive; . = no result given. An excerpt; count on the stated rates, not on these rows.
# Each structure is followed by: C2C12 statin, FN deposition inh, LGR2 inh, esBAF inh, CASP6 VEID inh, SIRT5 inh, S100A4 MyoIIA
> CS(=O)(=O)c1cccc(-c2csc(N3CCC(C(N)=O)CC3)n2)c1
  -0.2, 18.0, -77.7, 67.9*, -0.8, 1.2, 0.3
> CN(C)CCn1c(=S)[nH]c2ncccc2c1=O
  4.1, -13.9, 16.3, 0.7, 7.0, -2.4, -0.4
> COc1ccc(CNC(=O)C(=O)NCC2OCCN2S(=O)(=O)c2ccc(OC)cc2)cc1 (configuration not stated)
  ., ., 2.9, ., -1.9, -3.4, 0.3
> Cc1ccc(S(=O)(=O)NCC(=O)OCC(=O)NC2CCCCC2)cc1
  21.4, 3.0, 14.9, -3.5, -0.2, -0.2, 1.1
> CCc1ccc(C(=O)COC(=O)c2ccco2)cc1
  1.6, ., 11.8, 13.9, -0.2, 0.4, -3.2
> COc1ccc(CC(=O)OCC(=O)Nc2cccc(Br)c2)cc1
  ., 3.6, 6.2, ., -0.6, 0.4, 10.3
> COc1ccccc1S(=O)(=O)N(C)C[C@@H]1OCc2ccccc2-c2c(n(C)c3ccccc23)C(=O)N([C@H](C)CO)C[C@H]1C
  11.3, -14.2, -0.8, -1.0, -0.4, 2.8, 2.2
> CCC(OC(=O)C1=Cc2ccccc2OC1)C(=O)NCc1ccco1 (configuration not stated)
  ., ., 27.1, ., -3.6, 1.7, -0.3
> CO[C@@H]1CN(C)C(=O)c2cc(NC(=O)c3nc4ccccc4s3)ccc2OC[C@@H](C)NC[C@H]1C
  5.8, 8.9, -3.3, 11.1, 0.2, 6.0, -11.6
> COc1ccc(N(CC(=O)NC2CCCC2)C(=O)Cn2nnc(-c3ccc(C)cc3)n2)cc1
  ., 7.2, 17.1, -0.2, ., ., .
> Cc1cccc(C)c1NS(=O)(=O)c1ccc(-c2cnc(C3CC3)o2)cc1
  -57.2, -27.1, -3.9, -14.7, 6.2, 0.4, 2.2
> CC(C(=O)Nc1ccc(Cl)cc1)c1ncc(C(F)(F)F)cc1Cl (configuration not stated)
  12.3, ., 1.6, 5.9, 2.3, -4.2, 1.3
> CS(=O)(=O)N1CCN(C(=O)COc2ccc3ccccc3c2)CC1
  ., -0.4, -0.2, ., 4.1, -0.1, 2.3
> N#C[C@H]1[C@@H](c2ccccc2C2=CCCC2)[C@H](CO)N1C(=O)c1ccccn1
  ., 0.2, 1.4, ., 1.3, 0.1, -7.4
> c1ccc(Nc2cc(Nc3ccccc3)[nH]n2)cc1
  45.4, 4.1, ., 8.1, ., ., .
> S=C(NCCCN1CCOCC1)NN=C1c2ccccc2-c2ccccc21
  -8.1, 2.2, -37.6, -6.7, -9.1, ., -2.1
> Cc1cccc(CN2CCSCC2)c1
  -1.4, -3.0, 8.0, -0.6, 3.6, 3.1, 0.2
> Cc1ccc2nc(SCC(=O)Nc3ccc(F)c([N+](=O)[O-])c3)[nH]c2c1
  ., -3.2, ., ., 9.0, 12.3, -4.0
> C/C=C/c1ccc2c(c1)O[C@H](CN(C)C(=O)COC)[C@H](C)CN([C@H](C)CO)S2(=O)=O
  -5.2, -6.7, 31.5, 4.3, -2.9, -1.4, -5.0
> O=c1[nH]c(Cc2cccs2)nc2scc(-c3ccc(Cl)cc3)c12
  -14.9, 12.3, -37.0, 72.2*, -1.3, -2.1, 1.0
> CC1(C(=O)NNC(=O)c2cccc([N+](=O)[O-])c2)CC1(Br)Br (configuration not stated)
  5.7, 2.6, 3.1, 1.0, 2.1, 0.2, -1.3
> C=CCNC(=O)C1CC2Cn3c(nc4cc(Cl)c(Cl)cc43)C2N1C (configuration not stated)
  1.5, 24.4, ., 7.3, 0.4, 8.7, -5.1
> COc1ccc(C(C#N)CC(=O)c2ccc3c(c2)OCO3)cc1OC (configuration not stated)
  ., 1.9, -1.1, ., 1.5, -2.4, 0.1
> COC(=O)[C@@H]1[C@@H](CO)[C@@H]2Cn3c(ccc(C4=CCCCC4)c3=O)[C@@H]2N1C(=O)C1CCCC1
  -6.3, -3.4, 8.3, -1.2, -0.1, 0.2, 15.9
> CCCN1C[C@H](C)[C@@H](OC)CN(C)C(=O)c2cc(NC(=O)NC3CCCC3)ccc2OC[C@@H]1C
  ., -3.1, 8.0, ., 0.1, 4.6, -2.6
> CC(NC(=O)c1cccnc1)C(c1cccs1)N1CCN(c2ccccc2F)CC1 (configuration not stated)
  ., 1.7, 12.5, ., 0.8, 0.8, -3.4
> O=C(Cn1[nH]c(=O)c2ccccc2c1=O)N1CCN(S(=O)(=O)c2ccc(Cl)cc2)CC1
  -10.4, 9.1, 7.4, 0.3, 3.9, -4.9, 0.1
> NC(=O)C1(Nc2ccc(-c3ccc(Cl)cc3)cc2)CCCC1
  -1.0, 21.0, -74.3, ?, -1.4, -1.6, 0.7
> CCN1CCCC1CN(Cc1cc2ccc(C)cc2[nH]c1=O)C(=S)Nc1ccccc1C(=O)OC (configuration not stated)
  ., 2.3, -0.4, ., -0.8, 2.1, -1.2
> CO[C@@H](CN(C)Cc1cc(F)ccc1F)[C@H](C)CN(C(=O)Nc1ccc(F)cc1)[C@@H](C)CO
  2.0, -12.7, 10.2, 0.5, 0.9, -1.0, 7.4
> O=S(=O)(Nc1nc2ccccc2nc1Cl)c1cccc(C(F)(F)F)c1
  -16.2, -3.1, -8.7, -0.3, 1.2, -1.9, -16.4
> Cn1ccc(=O)c2cc([N+](=O)[O-])ccc21
  ., ., 8.7, ., 1.9, 3.7, 3.1
> O=C(c1ccc(F)cc1)N1CC(=O)N2[C@@H](CO)[C@H](c3ccc(C#Cc4ccc(F)cc4)cc3)[C@@H]2C1
  ., ., -10.5, ., -0.1, -3.6, -5.2
> O=C(c1ccc(F)cc1)c1ccc(OCC(=O)N2CCOCC2)cc1
  -2.1, 2.5, 6.6, 10.7, -0.8, -4.7, -15.3
> CC12CN3CC(C)(CN(C1)C3c1ccc([N+](=O)[O-])o1)C2=O (configuration not stated)
  ., -1.2, ., ., 0.3, 6.0, -2.5
> COc1cccc(OC)c1OCC(O)CN1CCN(c2ccccc2F)CC1 (configuration not stated)
  -2.1, 6.4, 12.4, 7.5, -6.8, -5.4, -5.1
> CC(=O)N1N=C(c2cccs2)CC1c1ccc(Br)cc1 (configuration not stated)
  -1.2, -4.1, -32.1, 24.4, 3.1, -0.7, -2.0
> COCc1cc(=O)n2[nH]c(C(F)(F)F)nc2n1
  14.6, ., -4.3, -13.8, ., ., .
> CN(C)C(=O)C[C@H]1C=C[C@@H](NC(=O)C2CC2)[C@@H](CO)O1
  0.2, 8.8, 12.4, 0.0, 1.1, -3.6, 9.1
> O=C(C[C@H]1CC[C@H](NS(=O)(=O)c2ccccc2)[C@@H](CO)O1)N1CCc2ccccc2C1
  1.2, ., -11.2, -0.7, -1.8, 10.0, 7.1
> COc1ccc(-c2[nH]ncc2CN2CCC(c3ccncc3)CC2)cc1F
  ., -4.5, -0.7, ., -27.1, 5.7, 4.2
> Cc1ccc(-c2nc(NCCCO)c3ccccc3n2)cc1
  6.6, 1.7, -17.9, 2.6, -5.1, -13.6, 3.0
> O=C(COC(=O)CSc1ccccc1)NC1CCS(=O)(=O)C1 (configuration not stated)
  -8.4, 5.6, 14.7, 1.2, -0.8, 4.0, 3.3
> Cc1noc(C)c1NC(=O)Nc1ccc2c(c1)C(=O)N([C@H](C)CO)C[C@H](C)[C@@H](CN(C)S(=O)(=O)c1ccc(Cl)cc1)O2
  -14.2, ., -2.3, -6.5, 1.1, 1.9, -0.1
> COc1ccc(CCN(C)S(=O)(=O)c2ccc(Cl)nc2)cc1OC
  ., -3.7, 0.1, ., 0.7, -3.9, 6.0

# The final three records of the section above lead into the next.
# Each structure is followed by: C2C12 statin, FN deposition inh, LGR2 inh, esBAF inh, CASP6 VEID inh, SIRT5 inh, S100A4 MyoIIA
> O=C(COC(=O)CSc1ccccc1)NC1CCS(=O)(=O)C1 (configuration not stated)
  -8.4, 5.6, 14.7, 1.2, -0.8, 4.0, 3.3
> Cc1noc(C)c1NC(=O)Nc1ccc2c(c1)C(=O)N([C@H](C)CO)C[C@H](C)[C@@H](CN(C)S(=O)(=O)c1ccc(Cl)cc1)O2
  -14.2, ., -2.3, -6.5, 1.1, 1.9, -0.1
> COc1ccc(CCN(C)S(=O)(=O)c2ccc(Cl)nc2)cc1OC
  ., -3.7, 0.1, ., 0.7, -3.9, 6.0
> C=C/C(C)=C/CC1C(=C)CCC2C(C)(C(=O)O)CCCC12C (configuration not stated)
  10.7, ., ., -4.4, -2.8, 0.2, 2.5
> CO[C@@H]1CN(C)C(=O)c2ccc(NC(=O)C3CCC3)cc2OC[C@H](C)N(Cc2ccncc2)C[C@H]1C
  -7.3, ., -16.7, -2.7, 3.6, -2.2, -20.3
> CSc1nc(Cl)c(Cc2ccc(OCC(C)C)cc2)c(N2CCOCC2)n1
  -1.1, -28.2, 17.9, -3.7, -0.4, 0.5, -5.4
> Cc1cc(N2CCOCC2)nc2ccc(NC(=O)CCC(=O)N3CCN(c4cccc(C(F)(F)F)c4)CC3)cc12
  -11.4, 19.6, 8.2, 18.8, -1.2, -11.1, 0.2
> Cc1c(C(=O)O)cccc1-c1ccc(/C=C2\SC(=O)NC2=O)o1
  -6.5, 2.0, 26.4, 13.4, 2.3, 11.6, -9.4
> C/C(CC(=O)Nc1ccc(N(C)C)cc1)=N\NC(=O)c1ccccc1F
  6.4, -1.6, -84.0, 16.7, -2.3, -0.5, 0.4
> Cn1c(C(=O)N2CCCC(C(=O)NCc3ccc4c(c3)OCO4)C2)cc2sccc21 (configuration not stated)
  16.3, 3.8, 20.6, 8.5, 1.7, 2.3, -4.3
> CCOC(=O)NC(=O)CSc1ccc(C)cc1C
  ., -10.4, 6.2, ., 1.0, -3.5, 1.2
> Cc1cc(C)n2c(SCC(=O)NC3CCCC(C)C3C)nnc2n1 (configuration not stated)
  ., -7.5, -5.1, ., 4.2, -2.8, -10.1
> CC1(C)CC(N=Cc2c(O)n(Cc3ccc4c(c3)OCO4)c(=O)c3ccccc23)CC(C)(C)N1
  ., -4.8, 27.6, ., 2.4, ., -0.7
> C[C@@H]1CCCCO[C@H](CN(C)C(=O)Nc2ccccc2)[C@H](C)CN([C@H](C)CO)C(=O)c2cc(NC(=O)CCCN(C)C)ccc2O1
  ., 5.7, -8.1, ., -11.3, ., -0.5
> CCn1c2ccccc2c2cc(/C=C(/C#N)C(N)=S)ccc21
  ., -8.5, 30.8, ., -0.3, 0.4, 7.7
> CCOC(=O)CC(NC(=O)c1cccs1)c1ccc(C)cc1 (configuration not stated)
  -12.9, 10.5, -13.3, -6.4, 0.9, -1.0, 0.4
> CC(C)(C)NC(=O)NC(=O)CN1CCN(S(=O)(=O)c2ccc3c(c2)OCCO3)CC1
  -1.9, 2.2, -0.2, -4.4, 1.0, -0.4, -2.9
> O=C1C2CC=CCC2C(=O)N1c1ccc(NCCc2ccc(Cl)cc2)c([N+](=O)[O-])c1 (configuration not stated)
  ., -8.8, ., ., 1.1, 3.1, -2.7
> CNC[C@H]1Oc2ccc(NC(=O)Nc3ccccc3)cc2C(=O)N([C@@H](C)CO)C[C@@H]1C
  -5.8, -8.0, -4.3, -2.2, 2.3, 0.9, 12.6
> CCOc1cc(/C=N/NC(=O)CCCC(=O)NC2CCCCC2)ccc1O
  ., -4.1, ., ., 0.2, 1.1, -0.6
> COCc1cc(C)nc(SCc2nc3ccccc3c(=O)[nH]2)c1C#N
  -15.0, 6.3, 8.0, 13.7, 0.5, -3.1, 0.1
> COc1cc(/C=C2\SC(=Nc3ccccc3)NC2=O)cc(Cl)c1O
  -4.9, 4.8, -24.7, -3.0, 1.7, 2.6, -2.8
> CCn1c(CC(=O)Nc2ccccc2F)nnc1SCC(=O)N1CCOCC1
  ., 2.0, -27.5, ., 0.7, -1.2, -15.6
> COc1ccc(C(=O)N2CCN(c3ccccc3OC)CC2)cc1
  0.5, -0.4, -12.2, 0.8, -4.9, ., 0.6
